# M5 PAM – CHRM5 positive allosteric modulation. P08912. CHO-K1 hM5, Fluo-8 calcium, ACh EC20 PAM; 0% = ACh EC20, 100% = ACh EC100. activation, % at 3 µM. 360,000 compounds, 0.3% hits;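 active = activation above the run cutoff, the mean activation of all test compounds plus 3 SD, cut at about 18% in these data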
# Target sequence (P08912 whole entry, looked up): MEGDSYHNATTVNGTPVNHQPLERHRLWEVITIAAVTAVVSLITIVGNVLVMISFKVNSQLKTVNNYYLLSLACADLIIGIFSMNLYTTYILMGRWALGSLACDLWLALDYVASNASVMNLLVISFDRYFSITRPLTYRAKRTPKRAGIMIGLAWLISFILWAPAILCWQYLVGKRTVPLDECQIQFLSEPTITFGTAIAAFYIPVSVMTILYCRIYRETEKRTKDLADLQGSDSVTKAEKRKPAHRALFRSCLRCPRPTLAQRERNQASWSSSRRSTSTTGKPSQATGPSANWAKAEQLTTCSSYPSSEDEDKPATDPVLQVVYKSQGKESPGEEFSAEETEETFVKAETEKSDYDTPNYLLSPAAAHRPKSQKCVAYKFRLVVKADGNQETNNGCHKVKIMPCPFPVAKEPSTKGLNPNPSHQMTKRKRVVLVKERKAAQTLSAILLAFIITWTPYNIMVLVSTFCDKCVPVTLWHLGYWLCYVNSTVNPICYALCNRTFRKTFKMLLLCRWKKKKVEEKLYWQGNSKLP
#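 Assay system: CHO-K1 hM5 cells / Incubation: Fluo-8 loading 80 min at 37 °C plus 30 min room temperature / Technique: Fluo-8 calcium dye fluorescence, kinetic read / Repeats: single replicate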
# M5 antag – blocks acetylcholine activation of human M5 receptor. AID 624040. P08912. inhibition, % at 3 µM. CHO-hM5 cells, Fluo-8 calcium fluorescence, ACh EC80. 360,000 compounds, 0.59% hits;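 active = inhibition above a per-plate cutoff, the mean of that plate's test compounds plus 3 SD, cut at about 27% in these data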;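 note: 0% = acetylcholine EC80 with DMSO and 100% = DMSO without agonist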
# CHRM4 antagonist – blocks acetylcholine activation of human M4 receptor; P08173; CHO-hM4 cells, ACh EC80, Fluo-8 calcium fluorescence; inhibition, % at 3 µM; 360,000 compounds, 0.73% hits;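 active = inhibition above its plate's cutoff, the mean inhibition of sample wells plus 3 SD, cut at about 27% in these data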;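 note: 0% = acetylcholine EC80 with DMSO and 100% = DMSO without agonist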
# M1 PAM – positive allosteric modulators of human M1 muscarinic receptor; P11229; CHO-K1 hM1, Fluo-8 calcium fluorescence, ACh EC20; 0% = ACh EC20, 100% = maximal ACh; activation, % at 3 µM; 360,000 compounds, 0.088% hits; in the data active = activation above about 19%, passing the limit was not always enough
# CHRM1 agonist – human M1 muscarinic receptor agonism; P11229; CHO-K1 hM1, Fluo-8 calcium fluorescence, agonist mode; 0% DMSO, 100% acetylcholine EC100; activation, % at 3 µM; 360,000 compounds, 0.33% hits; AID 588814;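 active = activation above the run's mean compound activation plus 3 SD, cut at about 16% in these data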;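 note: peak over basal fluorescence ratio within a 140 s kinetic read after compound addition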
# CHRM4 agonist – agonists of human muscarinic M4 receptor (CHRM4); P08173; CHO-K1 hM4/Gqi5, Fluo-8 calcium fluorescence; vehicle 0%, full acetylcholine response 100%; activation, % at 3 µM; 360,000 compounds, 0.14% hits; AID 624127;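 active = activation above the run mean over all test wells plus 3 SD, cut at about 32% in these data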;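 note: peak over basal fluorescence ratio per well then scaled between controls; 0% = DMSO wells and 100% = acetylcholine at EC100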
# CHRM5 agonist – CHRM5 agonism in calcium assay; activation, % at 3 µM; P08912; CHO-K1 hM5 cells, Fluo-8 calcium fluorescence; 0% DMSO wells, 100% maximal acetylcholine response; 360,000 compounds, 0.19% hits;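 active = activation above the run's mean over test compounds plus 3 SD, cut at about 23% in these data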;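 note: signal is peak over basal fluorescence ratio across the kinetic read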
# TAAR1 ag – human TAAR1 agonism; CHO RD-HGA16 TAAR1, Fluo-8 calcium fluorescence; vehicle wells 0%, saturating PEA agonist 100%; Q96RJ0; activation, % at 3 µM; 360,000 compounds, 0.99% hits;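 active = activation above the mean activation of all test compounds in the run plus 3 SD, cut at about 38% in these data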
# Target sequence (Q96RJ0 whole entry, looked up): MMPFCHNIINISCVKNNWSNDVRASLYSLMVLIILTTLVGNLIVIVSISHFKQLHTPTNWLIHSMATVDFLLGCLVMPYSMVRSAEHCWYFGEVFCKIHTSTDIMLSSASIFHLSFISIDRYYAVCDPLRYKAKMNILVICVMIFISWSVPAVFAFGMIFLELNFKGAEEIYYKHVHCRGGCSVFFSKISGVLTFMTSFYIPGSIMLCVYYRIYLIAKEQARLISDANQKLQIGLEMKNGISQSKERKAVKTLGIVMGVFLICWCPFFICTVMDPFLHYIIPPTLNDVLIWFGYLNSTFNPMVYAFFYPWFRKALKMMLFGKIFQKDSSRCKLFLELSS
#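 System: CHO RD-HGA16 cells carrying human TAAR1 plus Gα16; Incubation: 17-24 h seeding, 75 min 37 °C dye, 30 min RT; Measured by: Fluo-8 fluorescence, 5 s baseline then 140 s kinetic read; Control set: DMSO and PEA EC100; Replication: single well for each compound.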
# CHRM1 antagonist – human CHRM1 antagonism | P11229 | CHO-K1 hM1, Fluo-8 calcium fluorescence, ACh EC80 antagonist | inhibition, % at 3 µM | 360,000 compounds, 1.3% hits | AID 588852;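 active = percent inhibition above its own plate's cutoff, namely the mean of that plate's compound wells plus 3 SD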;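 note: peak over basal fluorescence ratio during 140 s after agonist addition; 0% = ACh EC80 plus DMSO and 100% = DMSO alone without agonist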
# Numbers without * were called inactive; / = not tested or not shown.
1. Cn1c(Cn2c(C(F)(F)F)nc3ccccc32)nc2ccccc21
2. CCOC(=O)c1cnc(-n2nc(C)cc2C)nc1NNc1nc(C)cc(C)n1
3. S=c1nc(-c2ccccc2Cl)n(Cc2cccnc2)c2c1CCCC2
4. COCCNC(=S)N1CCN(c2cccc(C(F)(F)F)c2)CC1
5. Cc1ccccc1-n1ncc2c1CC(C)(C)CC2NC(=O)CCn1cncn1 (stereo unspecified)
6. Cc1cc(C(C)(C)C)cc(C)c1S(=O)(=O)N1CCN(C(=O)c2cc([N+](=O)[O-])c[nH]c2=O)CC1
7. Cc1nc(N)sc1-c1csc(Nc2ncccn2)n1
8. COc1cccc(OCCOc2cccc(/C=N/n3cnnc3)c2)c1
screen / no.,1,2,3,4,5,6,7,8
TAAR1 ag,/,0,-1,2,1,0,0,15
CHRM4 antagonist,1,-7,-6,3,-20,13,2,0
M1 PAM,1,10,-9,3,2,-1,4,5
CHRM1 agonist,-4,-2,-8,-7,-3,-3,-3,-4
CHRM1 antagonist,-21,-13,8,-2,-3,11,-3,-7
M5 antag,-6,8,1,7,6,17,5,8
CHRM5 agonist,-1,1,-5,-2,-3,-2,5,0
CHRM4 agonist,0,1,0,4,0,1,2,3
M5 PAM,-6,5,0,-5,-2,-2,5,-3

9. COc1ccc(-c2ccc(C(=O)O)c(=O)[nH]2)cc1
10. COc1ccc(CC(=O)NCC(=O)NCc2cc(=O)n(C)c(=O)n2C)cc1
11. CCOC(=O)c1ccc(NC(=O)CSc2nnc(C)n2-c2ccccc2)cc1
12. CC(C)[C@H](NC(=O)c1ccccc1F)C(=O)NCc1ccc(S(N)(=O)=O)cc1
13. CC(=O)c1ccc(O)c(CO)c1
14. Cc1nn2cc(-c3ccc(Cl)cc3)nc2s1
15. CCNC(=O)c1sc(-c2ccccc2)nc1C
16. CC(C)(CNS(=O)(=O)c1ccc(F)cc1)CNS(=O)(=O)c1ccc(F)cc1
screen / no.,9,10,11,12,13,14,15,16
TAAR1 ag,4,0,11,0,11,19,7,12
CHRM4 antagonist,-8,11,-2,-26,9,-10,-4,-3
M1 PAM,7,9,11,15,4,5,11,4
CHRM1 agonist,-4,-2,-3,-2,-1,-4,-6,-1
CHRM1 antagonist,-9,2,-26,-16,-3,1,-13,-6
M5 antag,-11,10,-4,2,2,-13,0,-8
CHRM5 agonist,-1,-5,1,-3,0,-5,0,-5
CHRM4 agonist,1,0,0,4,0,1,1,6
M5 PAM,1,0,-1,10,-2,1,-2,-13

17. CCN(CC)C(=O)CSc1nc2ccccc2c(=O)[nH]1
18. Cc1cccc(/C=N/n2c(C)cc(C)c(C#N)c2=O)c1
19. CCN(Cc1ccncc1)Cc1ccc(Br)cc1
20. Cc1sc2ncn(-n3c(C)ccc3C)c(=O)c2c1C
21. CCCn1c(CCC(=O)O)nc2cc(S(=O)(=O)N3CCCC3)ccc21
22. CSCCC(N=CC1=C(O)CC(C)(C)CC1=O)C(=O)O (stereo unspecified)
23. COc1cc2c(cc1OC)C(C)N(C(=O)Cn1ncc3c1-c1cc(C)ccc1OC3)CC2 (stereo unspecified)
24. CC(C)C[C@H](NC(=O)OC(C)(C)C)C(=O)N1CCC(C(=O)O)CC1
screen / no.,17,18,19,20,21,22,23,24
TAAR1 ag,-1,2,0,13,5,3,2,1
CHRM4 antagonist,3,26,3,11,-1,-20,-12,2
M1 PAM,3,12,-8,6,9,-1,1,8
CHRM1 agonist,0,-1,-6,-4,-4,-2,-2,-2
CHRM1 antagonist,5,-10,0,-4,-10,-15,-9,1
M5 antag,3,-1,8,-1,16,-5,-2,-7
CHRM5 agonist,3,-1,-13,-3,-2,-1,3,1
CHRM4 agonist,1,2,0,-1,1,0,3,0
M5 PAM,-4,5,4,1,-5,3,-2,3

25. COc1ccc(OCC(=O)Nc2ccc(S(=O)(=O)N3CCOCC3)cc2)cc1
26. CCOc1cc(C2C(C(=O)OC)=CN(C3CCCC3)C=C2C(=O)OC)cc(Br)c1O
27. O=S(=O)(NC12CC3CC(CC(C3)C1)C2)c1ccc(F)cc1
28. CCOc1cc(CN2CCCC(C(=O)c3cccc(C(F)(F)F)c3)C2)ccc1O (stereo unspecified)
29. COc1cc(NC(=O)CSc2nnnn2Cc2ccc3c(c2)OCO3)cc(OC)c1
30. COc1ccc(-n2c(Cn3c(=O)sc4ccccc43)nnc2SCC(=O)N2CCOCC2)cc1
31. O=C(CCC(=O)Nc1ccc(F)cc1)N/N=C/c1ccc(O)cc1O
32. COc1cc(NC(=O)c2ccc3c(c2)OCCO3)ccc1NC(=O)c1ccco1
screen / no.,25,26,27,28,29,30,31,32
TAAR1 ag,15,7,6,0,0,1,17,2
CHRM4 antagonist,6,-2,10,-22,-4,5,-1,6
M1 PAM,6,-3,0,-22,2,5,12,6
CHRM1 agonist,0,-5,-7,-8,-1,-3,-2,-2
CHRM1 antagonist,-7,1,-7,32*,4,-9,-8,-9
M5 antag,2,0,3,5,-3,-1,3,2
CHRM5 agonist,-2,3,-8,-15,-4,1,-1,-3
CHRM4 agonist,3,1,-3,6,4,0,1,1
M5 PAM,-2,-5,-2,-7,-12,3,3,-8

33. Cc1cc(NS(=O)(=O)c2ccc(NC(=O)c3cnc(Cl)c(Cl)c3)cc2)nc(C)n1
34. CCOC(=O)N1CCC(N2Cc3cccc(C(=O)NCc4ccccn4)c3C2=O)CC1
35. COc1ccccc1NC(=O)c1cccc(S(=O)(=O)N2CCOCC2)c1
36. COc1ccccc1C(=O)NCc1nnc(SCC(=O)Nc2nccs2)n1C
37. CC(C)Cc1nnc(NC(=O)CCN2C(=O)c3ccccc3C2=O)s1
38. COc1cccc(N(C(=O)CCl)C(C(=O)NCCc2ccccc2)c2cccs2)c1 (stereo unspecified)
39. N=c1c(S(=O)(=O)c2ccccc2)cc2c(=O)n3ccccc3nc2n1C1CCCCC1
40. O=C(CC(Cc1ccccc1)C(=O)O)NCCc1ccc2c(c1)OCO2 (stereo unspecified)
screen / no.,33,34,35,36,37,38,39,40
TAAR1 ag,6,1,6,-2,0,34,-2,12
CHRM4 antagonist,10,23,-7,-7,2,7,-1,4
M1 PAM,4,-22,2,6,-1,15,4,11
CHRM1 agonist,-2,-10,-2,-2,-3,-9,-6,-2
CHRM1 antagonist,-1,28*,-25,-17,-1,-11,1,-10
M5 antag,3,0,-4,5,3,5,13,-4
CHRM5 agonist,6,-1,-4,-2,1,-1,-5,0
CHRM4 agonist,0,4,1,1,0,1,2,1
M5 PAM,-1,-7,4,-1,-5,-2,-1,8

# Complete entries, quoted from the list.
# Shown for COCCNC(=S)N1CCN(c2cccc(C(F)(F)F)c2)CC1 → TAAR1 ag = 2; CHRM4 antagonist = 3; M1 PAM = 3; CHRM1 agonist = -7; CHRM1 antagonist = -2; M5 antag = 7; CHRM5 agonist = -2; CHRM4 agonist = 4; M5 PAM = -5
# Shown for COc1cccc(N(C(=O)CCl)C(C(=O)NCCc2ccccc2)c2cccs2)c1 (stereo unspecified) → TAAR1 ag = 34; CHRM4 antagonist = 7; M1 PAM = 15; CHRM1 agonist = -9; CHRM1 antagonist = -11; M5 antag = 5; CHRM5 agonist = -1; CHRM4 agonist = 1; M5 PAM = -2

# (further entries)
41. N#CNc1nc(O)cc(=O)[nH]1
42. O=C1CC(c2ccccc2)=C(c2ccccc2)C1c1ccccc1 (stereo unspecified)
43. Cc1ccc(C(=O)OCC(=O)N2CCCC2)cc1
44. CCc1ccc(NC(=O)CSc2ccc(-c3sc(C)nc3C)nn2)cc1
45. Cc1ccc(Cl)cc1N1CCN(CC(O)COCc2ccco2)CC1 (stereo unspecified)
46. N#C/C(=C(/O)COc1cccc2ccccc12)c1nc2ccccc2[nH]1
47. COC(=O)c1ccc(CNC(=O)c2cc3ccccc3oc2=O)cc1
48. COc1ccc(N(CC(=O)NCc2ccncc2)S(=O)(=O)c2ccccc2[N+](=O)[O-])c(OC)c1
screen / no.,41,42,43,44,45,46,47,48
TAAR1 ag,/,2,-1,7,3,/,9,5
CHRM4 antagonist,-1,0,-7,-8,1,1,-4,-8
M1 PAM,9,-5,-7,1,2,7,-4,1
CHRM1 agonist,-1,-4,0,-3,-7,-3,-5,-7
CHRM1 antagonist,-6,-3,21*,-7,-10,-7,8,-10
M5 antag,2,15,7,-1,13,10,-10,-6
CHRM5 agonist,-3,-4,-1,-1,-8,-2,0,-1
CHRM4 agonist,2,-1,1,17,1,3,0,3
M5 PAM,1,0,-2,5,-10,3,1,-1

# 3 of the entries above in order of the CHRM4 agonist value, highest first:
no.	SMILES	CHRM4 agonist
16	CC(C)(CNS(=O)(=O)c1ccc(F)cc1)CNS(=O)(=O)c1ccc(F)cc1	6
41	N#CNc1nc(O)cc(=O)[nH]1	2
2	CCOC(=O)c1cnc(-n2nc(C)cc2C)nc1NNc1nc(C)cc(C)n1	1

# Of the compounds above, 6 have an aryl thioether with sulfur outside any ring.
11. CCOC(=O)c1ccc(NC(=O)CSc2nnc(C)n2-c2ccccc2)cc1
17. CCN(CC)C(=O)CSc1nc2ccccc2c(=O)[nH]1
29. COc1cc(NC(=O)CSc2nnnn2Cc2ccc3c(c2)OCO3)cc(OC)c1
30. COc1ccc(-n2c(Cn3c(=O)sc4ccccc43)nnc2SCC(=O)N2CCOCC2)cc1
36. COc1ccccc1C(=O)NCc1nnc(SCC(=O)Nc2nccs2)n1C
44. CCc1ccc(NC(=O)CSc2ccc(-c3sc(C)nc3C)nn2)cc1
screen / no.,11,17,29,30,36,44
TAAR1 ag,11,-1,0,1,-2,7
CHRM4 antagonist,-2,3,-4,5,-7,-8
M1 PAM,11,3,2,5,6,1
CHRM1 agonist,-3,0,-1,-3,-2,-3
CHRM1 antagonist,-26,5,4,-9,-17,-7
M5 antag,-4,3,-3,-1,5,-1
CHRM5 agonist,1,3,-4,1,-2,-1
CHRM4 agonist,0,1,4,0,1,17
M5 PAM,-1,-4,-12,3,-1,5

# (continued)
49. Cc1noc(C)c1Cc1c(Cl)cccc1Cl
50. CCn1cc(CNCc2cn(-c3ccccc3C)nc2-c2ccc(OC)c(F)c2)cn1
51. COCCn1c(SCC(=O)c2ccc3c(c2)OCCO3)nnc1-c1ccco1
52. Cc1cccc(NC(=O)c2cc(=O)n(Cc3ccccc3)c(=O)[nH]2)c1
53. Oc1cccc2ccc(N3CCOCC3)nc12
54. O=C(CCS(=O)(=O)c1cccc2nsnc12)N1CCN(C(=O)c2ccco2)CC1
55. CCN/N=C(\Cc1nc2ccccc2[nH]1)c1ccccc1
56. CCCCNC(=O)c1ccc(Cc2cn(C)c3ccccc23)nc1
screen / no.,49,50,51,52,53,54,55,56
TAAR1 ag,10,2,0,2,0,-1,12,1
CHRM4 antagonist,-6,9,-5,6,6,-12,-8,-9
M1 PAM,9,-2,9,0,-1,5,5,3
CHRM1 agonist,-5,-7,-1,-3,-3,-6,-4,0
CHRM1 antagonist,-15,8,-6,-3,-3,6,-4,-3
M5 antag,-8,3,-2,1,6,0,-1,-8
CHRM5 agonist,-10,-3,1,0,1,-3,1,0
CHRM4 agonist,-1,2,1,1,3,2,1,1
M5 PAM,0,1,4,-7,-3,1,4,1

# Source: PubChem (The Scripps Research Institute Molecular Screening Center)

# A portion of the library, so the mix of outcomes need not match the whole.
